# HCV NS3 hel inh: inhibitors of HCV NS3 helicase, primary screen, biochemical, Cy5 molecular beacon fluorescence; Hepatitis C virus NS3 helicase; NS3 helicase DNA unwinding; inhibition, % at 10.9 µM; 290,000 tested, 0.56% active;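 active = inhibition above the mean of all tested compounds plus 3 SD, set per campaign, cut at about 35% in these data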;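 note: 0% = DMSO wells and 100% = thioflavine S control wells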
#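 Assay system: hepatitis C virus NS3 helicase domain fragment enzyme. Also added: annealed dual-labelled DNA beacon duplex, ATP-started. Timing: 1 h reaction at 25 °C, ATP-initiated. Technique: Cy5 fluorescence at 0 and 60 min, beacon hairpin quenching. Evaluation: % inhibition of unwinding. Replication: one well per compound.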
# DNA FID counter: compounds displacing fluorescent DNA intercalator, primary screen, artefact control for HCV NS3 helicase inhibitor project, biochemical, FID fluorescence | DNA fluorescent intercalator displacement | inhibition, % at 7.9 µM | 290,000 tested, 0.17% active | AID 1845, 2009; in the data active = inhibition above about 37%;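 note: 0% = vehicle and 100% = reference compound; higher means more ethidium bromide displaced from hairpin DNA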
# GalR3 antagonist: GalR3 antagonists in HEK293 cells, primary screen, cell-based, fluorescence readout. inhibition, % at 3 µM. Galanin receptor type 3 (Homo sapiens), O60755. AID 651719, 2012. 360,000 tested, 0.44% active. HEK293 GalR3-CNG cAMP membrane potential fluorescence; galR3 body fused to GalR1 C-terminus;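 active = inhibition above the screen-wide average plus 3 SD, cut at about 13% in these data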;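 note: forskolin and galanin both at EC90 stimulate the cells; cAMP rise reported by CNG channel membrane potential dye signal; 0% = forskolin plus galanin with DMSO and 100% = forskolin alone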
# Target sequence (O60755 1-299 limits assumed): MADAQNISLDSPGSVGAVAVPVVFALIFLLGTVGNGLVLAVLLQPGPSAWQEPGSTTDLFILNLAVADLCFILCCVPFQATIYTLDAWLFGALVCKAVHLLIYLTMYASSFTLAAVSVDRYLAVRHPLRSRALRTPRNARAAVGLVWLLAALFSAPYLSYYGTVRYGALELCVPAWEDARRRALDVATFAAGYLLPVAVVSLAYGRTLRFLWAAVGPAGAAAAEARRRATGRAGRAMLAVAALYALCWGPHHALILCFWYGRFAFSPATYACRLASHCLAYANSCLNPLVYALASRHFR
# MEKK3 PB1 HTS: modulators of MEKK3-MEK5 PB1 binding, primary screen, biochemical, wildtype MEKK3, multiplex bead flow cytometry, Alexa488-MEK5. binding response (% of control), % at 10 µM. bead-based flow cytometry, Alexa488-MEK5 binding to MEKK3; actives lie on both sides; 0 = blocked by unlabeled MEK5, 100 = vehicle. Mitogen-activated protein kinase kinase kinase 3 (Homo sapiens), Q99759. 290,000 tested, 1.4% active;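 active = binding response more than 3 SD above or below the average of its plate-row segment, actives on both sides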;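 note: Alexa488 bead fluorescence after subtracting the streptavidin-only scavenger bead signal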
# Target sequence (Q99759 whole entry, looked up): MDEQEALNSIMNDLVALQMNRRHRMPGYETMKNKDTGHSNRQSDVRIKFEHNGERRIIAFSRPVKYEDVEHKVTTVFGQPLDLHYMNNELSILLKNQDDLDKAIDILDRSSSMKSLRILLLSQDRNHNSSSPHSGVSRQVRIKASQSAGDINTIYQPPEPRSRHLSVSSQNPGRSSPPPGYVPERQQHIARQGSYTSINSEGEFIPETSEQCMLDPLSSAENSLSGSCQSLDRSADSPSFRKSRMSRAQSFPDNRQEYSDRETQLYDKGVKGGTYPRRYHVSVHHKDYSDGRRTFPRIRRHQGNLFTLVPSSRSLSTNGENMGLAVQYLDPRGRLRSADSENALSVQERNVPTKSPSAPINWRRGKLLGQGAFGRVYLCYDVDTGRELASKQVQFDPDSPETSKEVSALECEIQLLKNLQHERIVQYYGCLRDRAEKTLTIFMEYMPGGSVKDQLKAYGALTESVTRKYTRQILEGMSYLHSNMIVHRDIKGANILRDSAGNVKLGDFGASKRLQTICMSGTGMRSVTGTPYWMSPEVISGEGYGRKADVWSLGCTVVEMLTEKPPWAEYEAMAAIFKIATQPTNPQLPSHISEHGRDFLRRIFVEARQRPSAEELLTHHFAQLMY
# CRFBP-R2 agonist: agonists of CRF-BP/CRF-R2 complex, primary screen, cell-based, HEK293, calcium dye fluorescence, uHTS; CRF-binding protein / CRF receptor 2 complex (human); calcium dye fluorescence (FLIPR); percent of saturating CRF peptide response; activation, % at 13.2 µM; 350,000 tested, 0.46% active; AID 588473, 2011;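 active = activation of at least 50%, plus an integration ratio under a set limit after plate pattern correction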;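 note: plate controls were neutral control wells without compound for no effect and CRF at EC100 for full effect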
# MEKK2mut PB1 HTS: MEK5 binding signal on mutant MEKK2 PB1, primary screen, biochemical, multiplex bead flow cytometry, Alexa488-MEK5 | Alexa488-MEK5 binding to MEKK2 mutant | percent response, % at 10 µM | 290,000 tested, 0.35% active | AID 1530, 2009; in the data active = percent response above about 24%, passing the limit was not always enough; note: inactives centre near 1; some results filed as inactive read as strong as hits; reference of the scale not given here
# CRFBP-R2 block: antagonists of CRF-BP/CRF-R2 complex, primary screen, cell-based, HEK293, calcium dye fluorescence, uHTS. CRF-induced calcium fluorescence. inhibition, % at 11.8 µM. 350,000 tested, 0.59% active. AID 588475, 2011;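 active = inhibition of the ligand-induced calcium signal above about 50% at the single tested concentration, limit read from the data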
# SUMO HTRF inh: inhibitors of in vitro SUMOylation cascade, primary screen, biochemical, HTRF, uHTS | SUMO-conjugating enzyme UBC9 (Homo sapiens), P63279 | HTRF SUMOylation assay, SAE1/SAE2 + UBC9 | inhibition, % at 35 µM | 290,000 tested, 0.36% active; in the data active = inhibition above about 50%, passing the limit was not always enough; note: strong numbers were not always called active
# Target sequence (P63279 whole entry, looked up): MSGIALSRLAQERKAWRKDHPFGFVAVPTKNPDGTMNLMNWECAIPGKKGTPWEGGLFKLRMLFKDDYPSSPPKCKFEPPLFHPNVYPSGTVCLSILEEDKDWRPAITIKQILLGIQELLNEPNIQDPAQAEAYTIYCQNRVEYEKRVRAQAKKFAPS
# MEKK2 WT-MEK5: modulators of MEK5 binding to wildtype MEKK2, primary screen, biochemical, multiplex bead flow cytometry, Alexa488-MEK5; Mitogen-activated protein kinase kinase kinase 2 (Homo sapiens), Q9Y2U5; Alexa488-MEK5 binding to MEKK2 WT; actives lie on both sides; binding response (% of control), % at 10 µM; 290,000 tested, 1.1% active; in the data active = binding response below about 67% or above about 130%
# Active calls of the source: *; · = no result given. An excerpt; rates above refer to the full screens.
SMILES,HCV NS3 hel inh,DNA FID counter,GalR3 antagonist,MEKK3 PB1 HTS,CRFBP-R2 agonist,MEKK2mut PB1 HTS,CRFBP-R2 block,SUMO HTRF inh,MEKK2 WT-MEK5
Cc1c(CC(=O)O)c(=O)oc2cc(OCc3ccc(F)cc3Cl)ccc12,48*,-28,-9,105,-1.9,11,5,1,111
N#Cc1c(-c2ccccc2)cc(-c2ccccc2)nc1SCC(=O)NCC(=O)O,-15,-21,-4,103,72*,-2,-13,11,98
CC(C(=O)Nc1ccccc1)c1ccc(-c2ccccc2)c(F)c1 (stereo not drawn),-5,-1,·,103,22,6,17,-4,108
Cc1ccc(-n2ccc(=O)c(C(=O)Nc3ccc(S(=O)(=O)Nc4onc(C)c4C)cc3)n2)cc1,33,-1,-9,99,0.6,-7,-6,12,94
Cc1cnc(NC(=O)CSc2nnc(COc3ccccc3)o2)s1,3,-14,-5,97,-0.9,6,-4,11,100
COc1ccc(CNCc2ccc(C(F)(F)F)cc2)cc1OC,-5,5,-8,108,0.0,8,6,26,110
O=C(NC1CCCCCC1)c1cc(S(=O)(=O)N2CCCCC2)ccc1N1CCOCC1,-13,-33,-8,114,0.3,1,-21,0,106
CC(=O)N(Cc1cccnc1)Cc1cc2ccccc2[nH]c1=O,-4,4,-3,98,1.6,-2,-1,13,94
c1cnc(NCCNc2ncccn2)nc1,1,-7,-4,99,2.9,-3,17,0,100
Cc1ccc(OCC(=O)NNC(=O)c2cccnc2)cc1,6,5,-6,104,-3.4,3,-21,9,104
CC1CCCN(S(=O)(=O)c2ccc(C(=O)Nc3nnc(-c4ccco4)o3)cc2)C1 (stereo not drawn),31,-55,-3,97,-1.1,-4,9,-6,96
CCN(CC)CCn1c(C)nc2ccccc21,9,5,-6,102,2.5,0,2,14,105
CNC(=O)C1CC(=O)N(Cc2ccccc2)C(=Nc2ccc(OC)cc2)S1 (stereo not drawn),-2,-8,-5,98,-0.1,-3,17,2,100
O=C(Nc1cccnc1)c1ccc(Cl)c([N+](=O)[O-])c1,9,4,0,102,0.8,6,-2,15,102
COc1ccc(CCNC(=O)c2cnn3c(C(F)F)cc(C)nc23)cc1OC,4,-27,12,97,0.0,0,5,10,100
Cc1cc(CN2C(=O)c3ccccc3C2=O)cc(N2CCOCC2)c1,0,-19,-8,110,0.2,9,26,4,113
CCOC(=O)C1CCN(S(=O)(=O)c2ccc3c(c2)N(C(C)=O)CC(C)S3)CC1 (stereo not drawn),-9,-35,-6,101,-0.7,1,7,18,100
O=C(COc1ccccc1)Nc1nnc(C23CC4CC(CC(C4)C2)C3)s1,2,2,·,109,2.4,6,-19,-1,105
Cc1ccc(NC(=O)CSc2nnc(CN3CCOCC3)n2C)cc1C,-8,-5,-2,92,2.5,-3,-13,-6,93
Cc1ccc(-c2c3c(=O)n(C)c(=O)n(C)c3cn2Cc2ccccc2)cc1,4,-21,-3,106,-2.2,0,-1,17,101
Cc1ccc(NC(=O)CN2CCN(Cc3ccccc3)CC2)cc1,-3,-5,-12,103,-0.3,8,-8,15,106
COc1ccccc1NC(=S)NC(=O)/C=C/c1ccco1,11,-11,-4,111,-1.3,3,1,28,105
COc1ccccc1/C=C1\SC(=S)N(CCC(=O)NCCCN2CCOCC2)C1=O,-52,5,-1,102,1.9,-5,-1,16,101
O=C(CN1CCCCC1)Nc1nnc(-c2ccccc2)s1,11,0,3,102,13,-1,-22,2,102
Nc1ccccc1-c1nc2ccccc2s1,-2,3,4,106,-1.7,2,-7,4,99
COc1cc(C(=O)Nc2cc(-c3nc4cc(C)ccc4o3)ccc2C)cc(OC)c1OC,1,-1,-3,92,-2.3,-3,22,44,98
Cc1ccc(SCCN2C(=O)NC(C)(C)C2=O)cc1,1,-4,-6,105,-0.1,6,-1,9,100
COC12NC(=O)N(C)C1(OC)C(=O)N(C)C(=O)N2C (stereo not drawn),7,6,-4,99,-0.7,-1,8,73,101
Cc1ccc(-c2csc3nc(C(C)C)oc(=O)c23)c(C)c1,12,-15,-7,99,-0.1,-3,28,-10,100
Nc1cc(S(=O)(=O)Nc2ccccc2Cl)ccc1N1CCCC1,1,-12,-9,85,-0.1,-18,6,3,85
O=C(Nc1ccc2c(c1)OCO2)c1ccccc1SCC(=O)N1CCCC1,-3,-2,-2,·,1.1,·,-2,-23,·
O=C(Nc1ccc(S(=O)(=O)NC2=NCCCCC2)cc1)c1ccc2ccccc2n1,4,-3,0,98,-2.2,-6,2,19,91
O=C(O)COc1ccccc1/C=N/NC(=O)CNC(=O)c1ccc(F)cc1,10,-6,-4,108,-0.9,4,-6,14,111
CC(C)CC(N)C(=O)OCc1ccc([N+](=O)[O-])cc1 (stereo not drawn),-16,13,-6,97,-1.1,-11,3,7,96
COc1ccccc1C1=NN(C(=S)Nc2ccccc2)C(c2ccco2)C1 (stereo not drawn),0,-14,5,·,1.6,·,-13,14,·
Nc1ccc(Cl)c(NC(=O)c2cccs2)c1,10,-1,0,101,2.6,2,-32,2,101
CCN(CC(=O)NC1CC1)S(=O)(=O)c1ccc(OC)cc1,4,-1,-1,96,0.7,-7,14,0,95
CCOC(=O)Cn1c(S(=O)(=O)Cc2ccc(Cl)cc2)nc(-c2ccccc2)c1-c1ccccc1,-3,-1,-6,104,1.6,0,-5,-34,93
CCOc1ccc(NC(=O)CCC(=O)NNC(=O)NC2CCCCC2)cc1,2,-27,-2,101,1.8,3,10,0,104
CC(C)c1nc(SCC(=O)Nc2cccc(C(=O)O)c2)c2c3c(sc2n1)CCCC3,-22,-17,-5,97,-0.6,1,10,19,101
CCOc1ccc(S(=O)(=O)N2CCN(S(=O)(=O)c3ccc(C(C)=O)cc3)CC2)cc1,7,1,-7,96,-1.3,-5,2,2,94
CCC(CC)C(=O)Nc1c2c(nn1-c1ccc(OC)cc1)CS(=O)(=O)C2,5,-4,·,98,-3.0,4,-25,19,107
c1ccc(CNc2nc(-c3ccccn3)nc3ccccc23)cc1,-74,-9,-10,108,-1.7,22,30,-62,127
O=C(Nc1ccccc1-c1nnc(SCc2ccc(Cl)cc2Cl)o1)c1ccccc1,4,-4,-5,91,7.5,-1,0,0,97
CCOc1ccc(S(=O)(=O)N2CCN(C(=O)c3cccnc3)CC2)cc1,17,-20,-9,107,-0.9,14,-1,4,111
CSc1ccccc1NC(=O)CN(C)Cc1c(O)ccc2ccccc12,-14,-10,-2,104,-0.5,3,-2,-20,103
O=C(NC(=O)N1CCCCC1)c1ccc(Cl)cc1,-7,-4,1,103,-0.4,5,-5,2,103
CCC1(C)Cc2c(sc3c2c(=O)n(C)c2nnc(SCc4ccc5c(c4)OCO5)n32)CO1 (stereo not drawn),4,-2,-1,99,-0.5,8,10,15,105
CCOC(=O)Cn1cc(C#N)c2ccccc21,-10,-1,-7,97,0.3,-1,24,10,96
Cc1cc(=O)[nH]c(/N=C(\N)Nc2cccc3ccccc23)n1,8,5,0,101,-4.1,9,-15,-27,102
# The list continues:
SMILES,HCV NS3 hel inh,DNA FID counter,GalR3 antagonist,MEKK3 PB1 HTS,CRFBP-R2 agonist,MEKK2mut PB1 HTS,CRFBP-R2 block,SUMO HTRF inh,MEKK2 WT-MEK5
COc1ccc(C(O)C(CN2CCOCC2)c2ccccc2)cc1F (stereo not drawn),-6,-2,-4,96,-1.4,-3,19,-4,100
Cc1ccc(NC(=O)NCc2nc3ccccc3n2C)cc1,-10,-3,-6,99,-1.7,-3,-5,13,98
COc1cccc(Nc2ncccc2C(=O)Nc2ccccc2)c1,-24,1,-3,129*,0.3,6,-79,-10,127
CN(C)CCNC(=O)Cn1c(=O)c2cccn2c2ccc(F)cc21,-9,2,-2,108,-0.4,7,-8,-1,108
O=Cc1ccc(-n2cc(C=O)c3ccccc32)cc1,-6,4,-5,108,-2.6,1,-1,18,100
O=C(Nc1nnc(Cc2ccc(Cl)cc2)s1)c1ccncc1,6,-16,-1,102,-0.6,6,-4,23,101
O=S(=O)(NCc1cccnc1)c1ccc(Br)c2ccccc12,-1,-17,-9,99,-0.7,2,3,14,100
CCOC(=O)c1c(NC(=O)COC(=O)Cn2cnc3ccccc32)sc2c1CCC(C)C2 (stereo not drawn),-15,-21,-9,105,3.0,5,-11,-19,108
CCc1ccccc1OCC(=O)OCC(=O)c1c(N)n(C)c(=O)n(C)c1=O,13,-18,-4,97,3.9,-10,-6,-1,88
Cc1cccc(NC(=O)c2ccc(OCC3CCCO3)cc2)c1C (stereo not drawn),-1,-19,2,99,-1.9,-1,6,4,100
Cc1cccc2sc(N(CCCN(C)C)C(=O)c3cc4ccccc4oc3=O)nc12,-9,5,-9,112,3.7,42,-41,-1,123
COc1ccc2nc(N=Nc3ccc(O)c4ccccc34)sc2c1,4,2,-3,81,1.0,8,14,9,106
CCOc1ccc(N/C(=N/c2nc(C)cc(C)n2)NC(=O)CC)cc1,1,-8,-2,91,-5.3,-15,33,18,89
CC1C=CCC2C(=O)N(c3cc(Cl)ccc3O)C(=O)C12 (stereo not drawn),6,0,-4,107,0.3,11,-5,0,112
COc1cc(/C=C2/C(=N)N3C(c4ccccc4)=CSC3=NC2=O)ccc1OCC(=O)O,13,-19,-5,104,-1.1,5,2,23,104
Cc1cccnc1NC(=O)c1ccc(COc2ccccc2)o1,16,-18,-2,98,-2.4,-4,2,2,99
CCOc1ccc(NC(=O)c2sc3nc4n(c(=O)c3c2C)CCC4)cc1,0,-30,-6,98,-0.2,1,12,10,97
C=CCn1c(SCC(=O)Nc2cc(NC(C)=O)ccc2OC)nnc1-c1ccccn1,2,-20,5,95,-0.5,0,-1,-3,98
CC(C)(C)OC(=O)NCCCCCc1nnc(SCc2ccc(F)cc2)o1,-7,-41,-2,96,1.2,-8,3,26,93
O=C(/C=C\NCC(=O)c1ccccc1)c1ccccc1,11,-4,-4,108,0.9,6,-3,-2,105
O=C(COc1ccccc1)N1CCCCCCC1,2,-8,-5,105,-0.7,1,17,-2,105
O=C1CNC(=S)N1c1nc2ccccc2s1,0,-5,-2,105,-1.5,6,14,-9,104

# Reprinted at random: 3 compounds from above
SMILES,HCV NS3 hel inh,DNA FID counter,GalR3 antagonist,MEKK3 PB1 HTS,CRFBP-R2 agonist,MEKK2mut PB1 HTS,CRFBP-R2 block,SUMO HTRF inh,MEKK2 WT-MEK5
CCC1(C)Cc2c(sc3c2c(=O)n(C)c2nnc(SCc4ccc5c(c4)OCO5)n32)CO1 (stereo not drawn),4,-2,-1,99,-0.5,8,10,15,105
O=C(COc1ccccc1)N1CCCCCCC1,2,-8,-5,105,-0.7,1,17,-2,105
O=C(Nc1ccc2c(c1)OCO2)c1ccccc1SCC(=O)N1CCCC1,-3,-2,-2,·,1.1,·,-2,-23,·

# Compound activity as filed in PubChem BioAssay.
